Eya2 phos inh: blocks the phosphatase activity of human Eya2 | recombinant Eya2, OMFP fluorescence dephosphorylation (OMFP is methylfluorescein phosphate) | Potency, µM (highest dose often 76.9 µM), inactives show at the highest dose activity, negative = inhibition, hits mostly inhibitors | 330,000 tested, 0.006% active | AID 488837; also: potency is read from the fitted curve at half-maximal effect
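Eya2 (0.2 uM) preincubated 10 min at ambient with compound, then OMFP substrate added at 50 uM; 10 min reaction in 50 mM HEPES pH 7.5, 50 mM NaCl, 5 uM MgCl2, 0.05% BSA, 1 mM DTT. Fluorescence read at Ex 485/Em 525 nm.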
Giardia killer: kills Giardia lamblia | 340,000 tested, 0.15% active | Giardia lamblia trophozoite viability | AID 540267 | activity change, % at 7.66 µM, hits read low; in the data active = activity change below about -80%; inconclusive = between about -30% and that limit;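 also: parasites exposed to compound for two days anaerobically before the ATP read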
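Media and compound were dispensed first, then trophozoites at 100 cells/well; plates sat 48 hrs at 37 deg C without oxygen before ATP luminescence reagent was added and read after 15-30 min at room temperature.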
KCNH2 WT inh: KCNH2 (human, wildtype) channel inhibition; activity change, % at 1.84 µM; 340,000 tested, 0.37% active; AID 720551; U2OS, BacMam KCNH2, thallium flux FluxOr; stronger effect = lower value;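 active = maximum activity change below -70%; inconclusive = maximum activity change between -70% and -50%; inactive = maximum activity change above -50%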
Target sequence (Q12809 whole entry, looked up): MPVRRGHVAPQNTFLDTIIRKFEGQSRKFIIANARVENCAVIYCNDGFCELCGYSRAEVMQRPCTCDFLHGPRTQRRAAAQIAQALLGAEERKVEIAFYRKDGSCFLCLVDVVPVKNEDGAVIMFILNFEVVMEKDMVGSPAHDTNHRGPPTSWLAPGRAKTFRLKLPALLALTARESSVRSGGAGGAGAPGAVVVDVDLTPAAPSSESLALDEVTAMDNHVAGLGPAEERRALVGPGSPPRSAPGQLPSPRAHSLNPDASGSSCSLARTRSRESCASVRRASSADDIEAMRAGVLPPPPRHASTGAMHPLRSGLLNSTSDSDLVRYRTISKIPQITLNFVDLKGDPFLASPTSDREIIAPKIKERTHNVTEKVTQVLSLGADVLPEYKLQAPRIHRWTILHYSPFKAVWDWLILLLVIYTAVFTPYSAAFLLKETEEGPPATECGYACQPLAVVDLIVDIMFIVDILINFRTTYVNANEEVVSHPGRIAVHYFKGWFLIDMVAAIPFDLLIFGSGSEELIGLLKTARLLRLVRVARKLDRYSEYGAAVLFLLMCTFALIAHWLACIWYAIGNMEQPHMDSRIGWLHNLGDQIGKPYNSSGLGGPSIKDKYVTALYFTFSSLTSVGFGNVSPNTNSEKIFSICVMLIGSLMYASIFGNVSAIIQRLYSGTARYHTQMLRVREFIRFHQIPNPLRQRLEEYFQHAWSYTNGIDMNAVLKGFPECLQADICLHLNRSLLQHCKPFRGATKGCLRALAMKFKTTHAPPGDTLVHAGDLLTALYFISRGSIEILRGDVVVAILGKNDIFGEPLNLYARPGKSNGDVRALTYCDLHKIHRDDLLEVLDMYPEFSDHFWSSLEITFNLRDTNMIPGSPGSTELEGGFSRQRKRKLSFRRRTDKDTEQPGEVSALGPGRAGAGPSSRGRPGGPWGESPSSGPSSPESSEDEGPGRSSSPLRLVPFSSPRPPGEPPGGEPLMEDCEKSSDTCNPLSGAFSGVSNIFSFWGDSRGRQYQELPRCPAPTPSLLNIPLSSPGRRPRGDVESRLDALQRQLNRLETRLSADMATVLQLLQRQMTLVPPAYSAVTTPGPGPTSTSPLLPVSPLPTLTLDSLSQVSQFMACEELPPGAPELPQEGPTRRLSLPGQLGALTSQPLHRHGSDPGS
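U2OS cells were transduced with wild-type KCNH2 virus (2.03 x 10^8 / mL) for 4 h at room temperature, then cultured overnight at 37 C. Thallium flux was read with FluxOr dye. Rate constants were normalized to DMSO controls.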
FBPA coupling cs: inhibits coupling enzyme system, counter-screen for aldolase hits. 290,000 tested, 0.67% active. coupling enzyme system counterscreen, AmpLite Red fluorescence. AID 2472. activity change, negative = inhibition, % at 58.2 µM, hits read low; in the data active = activity change below about -30%
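Counterscreen lacking aldolase: glyceraldehyde-3-phosphate coupling-enzyme reagent preincubated 10 min at RT with compound (at 57.5 uM final), then substrate/coupling system with AmpLite Red added; fluorescence read at 525/598 nm after 20 min RT.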
B2AR arrestin: recruits beta-arrestin to the human beta2-adrenergic receptor; 330,000 tested, 0.02% active; beta-arrestin recruitment to beta2AR, cell-based reporter; Potency, µM (top dose mostly 46.1 µM), without a hit: at the top dose activation, usual class: activators; P07550; AID 492947;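 also: potency is read from the fitted curve at half-maximal effect; 0% = DMSO controls and full agonism = EC100 isoproterenol or metaproterenol; nearly all actives have a fitted effect of over 65% in size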
PKM2 act: increases activity of human pyruvate kinase M2. purified PKM2, Kinase-Glo ATP luminescence, activation; response scale: 0% is enzyme alone, no compound. Potency, µM (highest dose often 57.5 µM), for the others: top-dose activation, usual class: activators. P14618. 260,000 tested, 0.34% active; also: potency is read from the fitted curve at half-maximal effect; nearly all actives have a fitted effect of over 55% in size
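Purified hPK-M2 (>95%) run at intermediate activity with 0.1 mM ADP and 0.5 mM PEP in 50 mM imidazole pH 7.2, KCl, MgCl2; 1 h room temperature. ATP formed read by Kinase-Glo luminescence; normalized to uninhibited and no-enzyme controls.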
KCNH2 3.1 inh: blocks the human KCNH2 3.1 channel isoform; U2OS KCNH2 3.1, thallium flux FluxOr; stronger effect = lower value; activity change, % (tested at about 1.8 µM); 340,000 tested, 0.95% active; AID 720553;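 active = maximum activity change below -70%; inconclusive = maximum activity change from -70% to -50%; inactive = maximum activity change above -50%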;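 also: thallium influx rate constant from kinetic fluorescence after stimulation buffer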
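Kinetic fluorescence (2 min after stimulation buffer) measures Tl+ influx through KCNH2 3.1 expressed by viral transduction in U2OS cells; the rate constant is normalized against DMSO controls serving as positive and negative references.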
Chronic BCR inh: chronic active BCR signaling inhibition; ABC-DLBCL IkBa-CBG/CBR reporter, luminescence ratio, 4 h; Potency, µM (series often up to 46.1 µM), inactives show at the top dose ratio change, negative = lower green/red ratio, usual class: inhibitors; AID 493014; 340,000 tested, 0.05% active; active = well fitted inhibition curve with a large enough effect in the signal ratio, with a control signal flat, not every such curve was filed as active; inconclusive = small, poorly fitted or top-dose-only effect, or effect the other way, or a change in a side signal; the % refers to the signal ratio;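 also: potency is read from the fitted curve at half-maximal effect; plate controls were basal doxycycline-induced cells for no effect and cells given 10 µM MG132 for full effect; MG132 reads +100%, hits lower the ratio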
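Compounds up to 46 uM were incubated four hours with TMD8 cells whose green CBG68 luciferase is fused to IkappaBalpha; red CBR luminescence normalised the signal, and concentration-effect curves were fitted to fusion, red and ratio data.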
uPA surface inh: blocks generation of uPA at the cell surface. 330,000 tested, 0.31% active. cell surface uPA generation assay, qHTS. AID 540303. Potency, µM (top dose mostly 38.3 µM), for inactives: top-dose activity change, negative = inhibition, hits mostly inhibitors; active = well fitted inhibition curve with a large enough effect; inconclusive = small, poorly fitted or top-dose-only effect; inactive = no such curve, though single readings can be large or run the other way; tested in mouse RAW 264.7 cells; also: potency is read from the fitted curve at half-maximal effect; nearly all actives have a fitted effect of over 55% in size
USP2a inh: blocks human ubiquitin-specific protease USP2a; 330,000 tested, 0.01% active; O75604; Potency, µM (titrated, usually from 38.3 µM), for inactives: at the top dose activity change, negative = inhibition, actives largely listed as inhibitors; AID 463254; USP2 core, Ub-CHOP2 coupled fluorogenic reporter, 485/531;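 also: potency is read from the fitted curve at half-maximal effect; plate controls were DMSO wells for no effect and full inhibition by NEM control for full effect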
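Cell-free coupled assay: 10nM USP2 core preincubated 30min RT with compound in Tris-HCl pH 8.0/CaCl2/CHAPS buffer, then 25nM Ub-CHOP2 and 25nM reporter substrate; fluorescence (Ex 485/Em 531) read after 60min RT, normalized to NEM inhibition, concentration-response curves fitted.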
GALK inhibitor: blocks human galactokinase activity; Potency, µM (doses to about 57.5 µM), for inactives: at the highest dose activity change, negative = inhibition, hits mostly inhibitors; P51570; AID 1868; 270,000 tested, 0.007% active; Purified GALK, Kinase-Glo residual ATP luminescence; also: potency is read from the fitted curve at half-maximal effect
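Quantitative HTS: GALK 5 nM, ATP 35 uM, galactose 100 uM, 1 h room temperature, then luciferase-based ATP detection.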
Numbers without * were called inactive; i = inactive; ? = inconclusive; nt = no result given; & = joins results of further samples. Unless noted, calls follow the shape of the dose curve; as a rule, active = well fitted curve in the direction sought with a large enough effect; inconclusive = small, poorly fitted or top-dose-only effect, or another doubt; inactive = no such curve, though single readings can be large; an effect the other way counts as inactive or inconclusive. Unless noted, % is scaled to controls: 0 for no effect and ±100 for the full control effect.

No.	structure	Eya2 phos inh	Giardia killer	KCNH2 WT inh	FBPA coupling cs	B2AR arrestin	PKM2 act	KCNH2 3.1 inh	Chronic BCR inh	uPA surface inh	USP2a inh	GALK inhibitor
1	Cc1cc(NC(=O)CSc2nnc3c(C)cc4c(C)ccc(C)c4n23)no1	9%	-4	-10	0	-1.0%	-6%	7	-19%	?	2%	2%
2	COc1ccc2nc(C)cc(SCC(=O)N/N=C/c3cccc4ccccc34)c2c1	6%	5	-3	1	-0.2%	-3%	-29	?	nt	2%	1%
3	COc1ccc(NC(=O)c2ccc(Cl)c(S(=O)(=O)N3CCc4ccccc4C3)c2)cn1	6%	2	0	-27	-0.3%	-4%	-9	?	-7%	-2%	0%
4	Cc1ccc(S(=O)(=O)NC(=O)c2ccc(Br)o2)cc1	11%	19	-10	5&1	-2.5%	0%	-10	0%	2%	2%	nt
5	COc1ccc(C(=O)Nc2ccccc2C(=O)NCCCn2ccnc2)cc1	-12%	0	-6	6	-0.5%	-18%	-9	-11%	9%	7%	-3%
6	Cc1cccc(N2CCCn3c2nc2c3c(=O)[nH]c(=O)n2C)c1	-5%	8	-11	0	-0.1%	nt	17	-9%	-15%	5%	1%
7	CS(=O)(=O)N(CC(=O)Nc1ccc(S(=O)(=O)N2CCOCC2)cc1)c1cccc(F)c1	1%	6	-1	4	0.0%	5%	-13	-5%	-5%	4%	0%
8	O=C(CCn1cnc2ccccc21)N=Nc1c(O)[nH]c2ccccc12	-20%	25	-10	-2	0.0%	?	9	-9%	4%	4%	1%
9	COC(=O)Cc1cc(=O)[nH]c(Nc2nc3ccccc3o2)n1	-9%	-7	4	-5	-0.4%	-7%	-1	?	2%	3%	-8%
10	Cc1sc2nc(CSC(C)C(=O)N(C)CC(=O)Nc3ccccc3C(F)(F)F)[nH]c(=O)c2c1C (configuration not stated)	4%	-9	1	nt	-0.1%	nt	0	-1%	18%	0%	nt
11	COc1ccccc1NC(=O)c1c(C)oc2c1CCCC2	1%	10	-9	3	-0.6%	-1%	12	?	-5%	0%	0%
12	O=C(COc1ccc(Cl)cc1)Nc1ccccc1C(=O)NCc1cccnc1	-7%	1	25	nt	-0.4%	-7%	-18	?	-6%	4%	-4%
13	CCc1sc(/C=C(/C#N)C(N)=S)cc1[N+](=O)[O-]	-14%	28	0	-7	0.3%	-16%	3	-1%	-32%	?	-15%
14	COC(=O)c1ccccc1S(=O)(=O)N1CCC(C(=O)OC(C)C(=O)Nc2ccccc2OC)CC1 (configuration not stated)	-21%	11	13	nt	-2.7%	nt	10	-1%	?	-6%	nt
15	Oc1ccc(Cl)cc1CNc1ccc(Br)cn1	-32%	-17	-6	-4	-0.1%	?	-41	?	-7%	-2%	0%
16	COc1cc(OC)cc(-c2cc(N)n(S(=O)(=O)c3cccc4nsnc34)n2)c1	8%	4	-3	0	-0.8%	0%	-15	?	-10%	-4%	-1%
17	CC1=C(C(=O)OCC2CCCO2)C(c2cccc(C(F)(F)F)c2)C2=C(CC(c3ccco3)CC2=O)N1 (configuration not stated)	-11%	-1	-2	-1	0.1%	15%	nt	?	-9%	-9%	2%
18	COc1ccccc1NS(=O)(=O)c1cccc(C(=O)NN=C2CCCCCC2)c1	-1%	-6	10	-2	-0.8%	1%	-36	0%	-3%	-2%	1%
19	Cc1ccc(-c2csc3ncnc(N4CCc5ccccc5C4)c23)cc1	2%	15	16	2	-0.7%	-4%	15	26%	0%	-6%	0%
20	COC(=O)CCC(=O)NNC(=O)CCCOc1ccc(Cl)cc1Cl	6%	-8	0	3	-4.6%	-2%	-12	9%	nt	-6%	0%
21	O=C(Cn1nnc2ccccc2c1=O)NCC1CCC(C(=O)O)CC1 (configuration not stated)	2%	-11	-23	7	0.3%	1%	-3	0%	4%	0%	3%
22	N#Cc1ccccc1NC(=O)CSc1n[nH]c(-c2ccco2)n1	1%	-16	2	0	-0.1%	-1%	6	-1%	-2%	0%	5%
23	NS(=O)(=O)c1ccc(CCNC(=O)CC(c2ccccc2)c2ccccc2)cc1	1%	20	-10	-1	0.6%	-3%	-2	-2%	4%	-1%	-2%
24	O=C(CSc1nnc(NC(=O)c2ccco2)s1)NCc1ccc2c(c1)OCO2	5%	5	1	2	-1.0%	-1%	-7	0%	4%	-6%	1%
25	O=C(Nc1nc(=S)ss1)c1c(F)cccc1F	9%	4	0	1	-0.2%	2%	-6	1%	13%	0%	-4%
26	CCCN(Cc1ccccc1)C(=S)Nc1ccc(OC(F)F)cc1	-6%	-3	-1	0	2.5%	-8%	5	5%	5%	-1%	-1%
27	O=C(Nc1cc(C(=O)Nc2ccccc2C(=O)O)cc(C(=O)Nc2ccccc2C(=O)O)c1)c1ccccc1	-7%	5	8	nt	0.3%	4%	-8	10%	11%	1%	-2%
28	Nc1cc(=O)[nH]c(SCC(=O)c2ccc(F)cc2)n1	5%	2	1	-1	0.2%	nt	-1	?	0%	0%	0%
29	O=C(O)c1cccc(S(=O)(=O)Nc2ccc3oc(=O)sc3c2)c1	12%	-2	3	8	0.0%	0%	-6	2%	-7%	3%	2%
30	COc1ccc2c(=O)c3c(=O)n(Cc4ccco4)c(-c4cc(OC)c(OC)c(OC)c4)nc3oc2c1	-5%	-10	-13	-1	-0.8%	6%	3	?	-6%	1%	0%
31	CC(C)CNC(=O)COC(=O)c1ccc(F)cc1Cl	-6%	7	1	0	0.0%	-4%	1	5%	5%	0%	-1%
32	COc1ccc(CCn2c(-c3ccc(Cl)cc3)n[nH]c2=S)cc1OC	1%	14	3	1	0.0%	-10%	-28	0%	-1%	1%	0%
33	O=C(CCNc1ccc(F)cc1)c1cc2ccccc2o1	-25%	4	-20	2	-0.1%	nt	-12	?	4%	-1%	10%
34	CCCCn1c(=O)[nH]c(=O)c2c1ncn2Cc1ccco1	-5%	-8	5	-2	0.1%	11%	nt	?	nt	3%	-2%
35	O=C(NNC(=S)Nc1ccc(Br)cc1)c1ccc(N2CCOCC2)c([N+](=O)[O-])c1	-12%	-4	16	2	-0.8%	2%	-15	12%	6%	-2%	0%
36	COCc1[nH]c(=S)c(C#N)cc1C(=O)OC	-7%	4	0	0	-0.7%	-2%	3	8%	0%	2%	4%
37	COc1ccc(-c2n[nH]c(=S)n2-c2ccc(C)cc2)cc1OC	-15%	1	-5	5	0.0%	-14%	6	?	2%	2%	7%
38	Nc1c(C(=O)CSc2nnc(Nc3ccc(F)cc3)s2)c(=O)[nH]c(=O)n1C1CC1	7%	-24	13	nt	-0.2%	nt	20	-4%	17%	-2%	nt
39	COC(=O)c1ccc(Oc2cc(C)nc(Cl)n2)cc1	5%	20	nt	3	-0.2%	-9%	24	-3%	11%	5%	-3%
40	CCOc1ccc(CC(=O)Nc2ccc(S(=O)(=O)N3CCCC3)cc2)cc1	3%	-9	6	nt	0.0%	4%	-8	2%	20%	3%	-8%
41	O=c1nc2cccc3c2=c(/c1=C(\O)c1ccccc1)c1ccccc1c3=O	13%	-5	-8	-4	-1.1%	2%	23	?	10%	3%	-2%
42	Cc1cccc(NC(=O)c2sc3nc4c(c(-c5cccs5)c3c2N)CN(C)CC4)c1	-8%	-7	2	-1	0.2%	0%	-9	-9%	-6%	3%	4%
43	Cc1ccccc1OCCn1c(=S)[nH]c2ccccc21	-14%	-5	-6	1	-0.8%	-1%	-14	?	1%	4%	-6%
44	Cn1c(CN2CCCCC2)nc2cc(NS(=O)(=O)c3ccc(F)cc3)ccc21	-6%	-1	4	0	-0.9%	-33%	11	14%	-4%	0%	0%
45	Nn1c(SCc2cccc(Oc3ccccc3)c2)nnc1C(F)(F)F	-8%	5	i	-3	0.0%	-4%	1	-3%	2%	0%	nt
46	Cc1ccc(C(=O)/C=C/c2ccc(-c3ccccc3[N+](=O)[O-])o2)cc1	18%	-1	-22	-11	0.0%	0%	13	-14%	-20%	-1%	2%

Screening data from PubChem.
